Screens as filed in PubChem BioAssay.
TRPC4 block: TRPC4 (mouse) channel inhibition; Q9QUQ5; HEK293 TRPC4beta/mu-opioid, DAMGO-evoked Fluo4 calcium flux; active compounds read low; B-score at 10 µM; hit rate 0.39% among 300,000;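 active = B-score over 3 SD under the library average, no early fluorescence shift, positive overall ratio signal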
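Test system – stable TRPC4beta/mu-opioid receptor HEK293 cells · Probe or stimulus – DAMGO, a submaximal dose followed by a maximal one · Dosing – one concentration per compound · Signal – Fluo4 calcium fluorescence by kinetic imaging, 5 s 1 Hz baseline · Evaluation – per-well B score of integrated baseline-normalized Fluo4 ratio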
DYRK1A inh: Dyrk1A (rat) kinase inhibition; ADP-Glo luminescence, NFATc1 peptide; inhibition, % at 12.5 µM; Q63470; hit rate 0.43% among 310,000; AID 504441; in the data active = inhibition above about 50%;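 note: plate controls were vehicle with enzyme for no effect and no enzyme for full effect; many of its hits are not listed in these tables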
hERG rescue: compounds protecting human hERG from proarrhythmic drug block. CHO-hERG, FluxOR thallium flux, dofetilide IC70 present. hit rate 0.51% among 310,000. activation (rescue from dofetilide block), less the hit threshold, % at 10 µM;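 active = activation above the mean of controls blocked by dofetilide plus 5 SD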;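 note: thallium influx through hERG after potassium depolarization seen as dye fluorescence rise; in these data hits start at about 4.7%; inactives centre near -7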
Platelet DG rel: platelet dense granule release activity; AID 1663; human platelet-rich plasma, SFLLRN dense granule ATP release, luminescence; hit rate 0.22% among 300,000; inhibition, %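 (compounds screened at 7.5 µM in platelet-rich plasma)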;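 active = mean replicate score, as percent of positive control, at or above 50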
PolyA inh: yeast polyadenylation inhibition | S. cerevisiae SKY197-pL101 polyadenylation reporter, beta-gal luminescence; efflux-impaired pdr1/pdr3 knockout yeast; score 100 = 6 SD above DMSO | calls only at 12 µM | hit rate 0.02% among 300,000;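 active = lowest replicate activity score at least 50, where 100 means six control SD above control mean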;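 note: yeast exposed to compound for 9 h at 30 °C; higher score means more reporter readthrough which indicates perturbed polyadenylation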
KCNQ1 block: human KCNQ1 channel inhibition | P51787 | CHO-K1 KCNQ1, FluxOR thallium flux fluorescence; active compounds read high | B-score at 10 µM | hit rate 1.3% among 310,000;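 active = compounds whose thallium flux B-score, printed positive for inhibition, exceeds three library SD while starting fluorescence stays within three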;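 note: channel opened by potassium depolarization with thallium stimulus after 20 min compound exposure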
KCNK9 block: blocks the human KCNK9 two-pore domain potassium channel; AID 488922; B-score at 10 µM; Q9NPC2; hit rate 1.2% among 310,000; HEK293 KCNK9, FluxOR thallium flux fluorescence; active compounds read low;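 active = ratio B-score over 3 SD below the library mean, with starting fluorescence within 5 SD of its mean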;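 note: negative B-score means less thallium flux so channel inhibition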
Target sequence (Q9NPC2 whole entry, looked up, the tested form may be a part): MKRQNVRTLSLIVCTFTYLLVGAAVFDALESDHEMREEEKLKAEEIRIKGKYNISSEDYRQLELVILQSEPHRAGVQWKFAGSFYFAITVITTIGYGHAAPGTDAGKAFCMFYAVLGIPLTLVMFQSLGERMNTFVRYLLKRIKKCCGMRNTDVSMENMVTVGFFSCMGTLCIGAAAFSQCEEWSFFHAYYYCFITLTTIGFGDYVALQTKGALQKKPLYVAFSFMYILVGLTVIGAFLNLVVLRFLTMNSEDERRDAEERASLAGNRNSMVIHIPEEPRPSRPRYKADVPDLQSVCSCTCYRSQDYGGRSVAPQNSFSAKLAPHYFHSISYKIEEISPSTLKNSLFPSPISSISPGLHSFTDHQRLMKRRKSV
KCNK3 block: human KCNK3 channel inhibition, primary screen | O14649 | CHO-KCNK3 thallium flux, FluxOR fluorescence; active compounds read low | B-score at 10 µM | hit rate 0.84% among 340,000;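 active = B-score under library mean minus 4 SD, starting fluorescence ratio at most library mean plus 5 SD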;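 note: more negative B-score means stronger inhibition of thallium flux through KCNK3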
Target sequence (O14649 whole entry, looked up): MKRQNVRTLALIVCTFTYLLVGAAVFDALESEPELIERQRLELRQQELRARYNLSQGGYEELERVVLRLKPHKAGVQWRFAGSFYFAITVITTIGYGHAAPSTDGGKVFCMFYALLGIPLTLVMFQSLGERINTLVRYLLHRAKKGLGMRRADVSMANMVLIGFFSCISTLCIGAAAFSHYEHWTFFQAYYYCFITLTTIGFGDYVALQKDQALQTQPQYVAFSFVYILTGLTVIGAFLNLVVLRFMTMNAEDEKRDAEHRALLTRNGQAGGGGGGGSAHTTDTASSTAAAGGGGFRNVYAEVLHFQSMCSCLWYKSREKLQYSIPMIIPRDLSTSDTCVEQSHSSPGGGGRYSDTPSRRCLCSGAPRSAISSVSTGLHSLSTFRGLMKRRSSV
KCNQ1 act: potentiates or activates the human KCNQ1 potassium channel | hit rate 0.35% among 310,000 | B-score at 10 µM | AID 2648 | CHO-K1 KCNQ1, thallium flux FluxOR fluorescence; active compounds read high;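 active = fluorescence ratio B-score, a plate-corrected score, at least three library SD, with initial intensity B-score within 5 SD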
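Material: CHO-K1 cells stably expressing KCNQ1. Medium: assay buffer for compound exposure, DMSO matched across wells. Reagent: K+/Tl+ depolarizing stimulus. Compound dosing: single-concentration screen. Times: 37 °C overnight plating, 90-min dark dye load, 20-min compound pretreatment. Technique: FluxOR Tl+ flux fluorescence.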
TRPC4 potent: allosteric potentiators of mouse TRPC4 channel | HEK293 TRPC4beta/mu-opioid, DAMGO EC20, Fluo-4 Ca2+ flux; active compounds read high | Q9QUQ5 | B-score at 10 µM | hit rate 0.42% among 310,000;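 active = B-score of calcium response area above 5 SD of library B-scores, with initial fluorescence ratio within 5 SD of library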;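 note: B-score of integrated fluorescence ratio over time as area under calcium response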
TRPC4 agonist: opens the mouse TRPC4 cation channel; Q9QUQ5; HEK293 TRPC4beta/mu-opioid, Fluo4 calcium fluorescence; active compounds read high; B-score at 10 µM; hit rate 0.49% among 310,000; AID 2237;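 active = B-score above 5 SD of library B-scores, and initial fluorescence ratio not above library mean plus 5 SD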;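 note: positive B-score marks a calcium rise read as TRPC4 activation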
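Assay system: HEK293 stable line with TRPC4beta plus mu-opioid receptor; schedule: 45 min room-temperature Fluo4 loading, 110 s read; technique: kinetic Fluo4 calcium fluorescence; evaluation: integrated baseline-normalised fluorescence ratio, converted to per-well B score; controls: buffer (low) and maximal DAMGO (high)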
An asterisk follows results filed as active; i = inactive; / = not tested or not shown; & = joins results of further samples. Only part of the results is shown; count on the stated rates, not on these rows.

SMILES	TRPC4 block	DYRK1A inh	hERG rescue	Platelet DG rel	PolyA inh	KCNQ1 block	KCNK9 block	KCNK3 block	KCNQ1 act	TRPC4 potent	TRPC4 agonist
O=C(CNCCC1=CCCCC1)Nc1ccccc1N1CCCCC1	i	12.6	-18.7	-5.0	i	8*	i	i	i	i	i
Cc1ccc(C(=O)N2CCN(c3ccc(NC(=O)CSc4ccc(Cl)cc4)cc3)CC2)cc1	i	-2.1	1.4	20.0	i	i	i	i	i	i	i
COc1ccc(C(=O)NNC(=O)C2(C)CC2(Br)Br)cc1 (centres undefined)	i	-1.2	-5.5	-5.7	i	i	i	i	i	i	i
N#Cc1c(/N=C/c2cc3ccccc3s2)sc2c1CCC2	i	11.1	-7.5	-8.9	i	i	i	i	i	i	i
CC(=O)NC1=NN(C(C)=O)C(c2ccccn2)S1 (centres undefined)	i	0.0	-13.7	1.3	i	i	i	i	i	i	i
CCC(C(=O)NCc1ccccc1OC)c1ccccc1 (centres undefined)	i	/	-4.9	-4.3	i	i	i	i	i	i	i
Cc1onc(-c2ccccc2)c1C(=O)N/N=C(\N)COc1ccc(Cl)cc1	i	-4.4	-7.6	-9.8	i	i	i	i	i	i	i
CCOc1ncccc1C(=O)OCC(=O)c1ccc(Cl)s1	i	-3.7	-4.7	4.6	i	i	i	i	i	i	i
Cc1ccc(OCCN2C(=O)OC(C)(C)C2(C)O)cc1 (centres undefined)	i	0.3	-13.4	12.1	i	i	i	i	i	i	i
O=C(C[n+]1cc(Br)cc(Br)c1)c1ccc(Cl)cc1	i	/	-9.7	2.6	i	i	i	i	i	i	i
CN(C)C(=O)COC(=O)c1ccccc1Nc1ccc(SC(F)F)cc1	i	2.3	-5.8	-0.3	i	i	i	i	i	i	i
CCCNC(=O)c1noc2c1CCc1ccccc1-2	i	4.9	-9.1	-7.3	i	i	i	i	i	i	i
COc1ccc(Nc2nnc(-c3ccc(C)cc3)c3ccccc23)cc1C(=O)N1CCCCC1	i	2.3	-12.7	0.8	i	i	i	i	i	i	i
Fc1cccc(Cl)c1CNCCCSc1ncccn1	i	3.4	-10.9	-9.6	i	i	i	i	i	i	i
CC(C)CN(CCCNC(=O)CN1C(=O)COc2ccc(S(=O)(=O)N3CCC(C)CC3)cc21)CC(C)C	i	3.6	-5.8	-1.7	i	i	i	i	i	i	i
Cc1cc(C(=O)OCC(=O)Nc2cc(S(=O)(=O)N3CCOCC3)ccc2Cl)c(C)o1	i	-1.1	-2.6	0.5	i	i	i	i	i	i	i
Nc1cc(=O)[nH]c(=O)n1CCc1ccccc1	i	-0.4	-4.5	-7.5	i	i	i	i	i	i	i
Cc1nc2ccccc2n1CC(O)COc1ccc(Br)cc1 (centres undefined)	i	3.7	-21.3	1.4	i	i	i	i	i	i	i
O=C1SC(SC(=Nc2ccccc2)Nc2ccccc2)C(=O)N1c1ccccc1 (centres undefined)	i	7.9&-5.7	-9.4	4.1	i	i	i	i	i	i	i
Cc1ccc(C(=O)/C=C/Nc2ccc3c(c2)OCO3)cc1	i	-4.2	-6.9	7.5	i	i	i	i	i	i	i
CCCc1nnc(SCC(=O)Nc2nc(C)cs2)n1CCOC	i	-0.8	-2.9	-2.8	i	i	i	i	i	i	i
COc1ccc2sc(SCCCS(=O)(=O)O)[n+](CCCS(=O)(=O)[O-])c2c1	i	2.5	-4.3	22.8	i	i	i	i	i	i	i
C/C(=N\NC(=O)Cc1cccc2ccccc12)c1ccncc1	i	-4.5	-8.0	10.5	i	i	i	i	i	i	i
CCc1nn(C(C)C(=O)NCc2cccc(Cl)c2)c(=O)c2cc3occc3n12 (centres undefined)	i	5.1	-4.1	-3.5	i	i	i	i	i	i	i
CCc1ccc(OCc2nnc(NC(=O)c3cccs3)s2)cc1	i	0.7	-12.0	4.4	i	i	i	i	i	i	i
COc1cc(Cl)ccc1NC(=S)N(CCN1CCOCC1)C1CCN(C(C)=O)CC1	i	1.1	-11.4	3.2	i	i	i	i	i	i	i
CCOc1ncccc1C(=O)Nc1cccc(-c2nnc3n2CCCCC3)c1	i	/	-10.9	-9.3	i	i	i	i	i	i	i
CCCCC(=O)Nc1ccc(C(=O)Nc2cc(C(F)(F)F)ccc2Cl)cc1	i	3.0	-5.5	-9.8	i	i	i	i	i	i	i
Cc1c(C(=O)N(Cc2ccccc2)Cc2cccnc2)cnn1-c1ccc(F)cc1	i	-0.1	-4.1	6.6	i	i	i	i	i	i	i
CCCCCC(=O)Nc1ccc2ccccc2c1	i	-3.2	3.9	-4.5	i	i	i	i	i	i	i
Cc1cc(OCC(=O)NCc2ccncc2)c2c(C)cc(=O)oc2c1	i	1.9	-5.4	9.5	i	i	i	i	i	i	i
COc1ccc(C(=O)N(CC2CCCO2)C(C(=O)NC2CCCC2)c2ccc(Cl)cc2)cc1OC (centres undefined)	i	3.4	-19.2	1.8	i	i	i	i	i	i	i
O=C(O)c1ccc(F)c(S(=O)(=O)Nc2ccccc2Cl)c1	i	5.3	-5.2	0.3	i	i	i	i	i	i	i
O=C(Nc1nnc(C2CC2)s1)c1cc(S(=O)(=O)N2CCN(c3ccccc3)CC2)ccc1Cl	i	2.3	-6.7	10.1	i	i	i	i	i	i	i
Cc1ccc(C)c(Cn2nc(-c3ccccc3)ccc2=O)c1	i	12.4	-3.1	-1.7	i	i	i	i	i	i	i
O=C(NCCCN1CCOCC1)c1ccccc1-c1ccccc1	i	14.7	-6.2	-1.4	i	i	i	i	i	i	i
CC(=O)c1c(C)[nH]c(C(=O)N2CCCC(C)C2)c1C (centres undefined)	i	-3.4	-4.0	0.3	i	i	i	i	i	i	i
O=C(OCc1nnc(-c2ccccc2)o1)c1cc(=O)c2ccccc2o1	i	9.5	-6.5	-6.4	i	i	i	i	i	i	i
Cc1ccc(S(=O)(=O)N2CC[C@@H]2C(=O)O)cc1	i	/	-4.4	-10.7	i	i	i	i	i	i	i
Cc1csc(C(C#N)C(=O)c2cc3ccccc3o2)n1 (centres undefined)	i	7.3	2.0	1.0	i	i	i	i	i	i	i
COc1ccccc1N1C(=O)CSC1=NC(=O)c1ccccc1	i	4.2	-5.8	-3.7	i	i	i	i	i	i	i
COc1ccc(NC(=O)c2cc(N3C(=O)C4C5CCC(C5)C4C3=O)ccc2Cl)c(OC)c1 (centres undefined)	i	-0.1	-8.6	-1.9	i	i	i	i	i	i	i
CCCCN1C(=O)CCC(C(=O)O)C1c1ccc([N+](=O)[O-])cc1 (centres undefined)	i	-1.9	-5.2	-1.8	i	i	i	i	i	i	i
COc1ccc(C(=O)OCCCN(C)C)cc1OC	i	-0.7	-2.1	12.6	i	i	i	i	i	i	i
CC(C)CNC(=O)CN(C)S(=O)(=O)c1ccc(F)cc1	i	-2.8	-7.2	-7.1	i	i	i	i	i	i	i
Cc1ccc(C(=O)Nc2ccc3ncccc3c2)cc1	i	-3.2	-6.0	12.8	i	i	i	i	i	i	i
COc1cccc2c3c(c(=O)[nH]c12)CC(C)(C)O3	i	/	-4.8	11.4	i	i	i	i	i	i	i
CC(=O)Nc1ccc(S(=O)(=O)c2cc(O)ccc2O)cc1	i	10.1	-3.4	2.5	i	i	i	i	i	i	i
COc1ccc2c(COC(=O)CCS(=O)(=O)c3ccccc3)cc(=O)oc2c1	i	-0.5	-15.4	18.5	i	i	i	i	i	i	i
Cc1csc(NC(=O)c2ccc(Br)s2)n1	i	2.9	-8.1	-5.6	i	i	i	i	i	i	i
COc1ccc(C(=O)C2CCCN(C(=O)c3ccc4cc[nH]c4c3)C2)c(C)c1 (centres undefined)	i	-0.2	-20.6	17.1	i	i	i	i	i	i	i
COc1ccc(N2CCN(S(=O)(=O)c3cc(-c4cc(C)no4)ccc3C(C)C)CC2)cc1	i	0.0	-13.7	-20.4	i	i	i	i	i	i	i
CCOC(=O)c1sc(NC(=O)c2ccncc2)c(C#N)c1C	i	-2.8	-10.0	-0.8	i	i	i	i	i	i	i
CC(C)NC(=O)c1c2c(nc3ccccc13)CCCC2	i	7.2	-3.5	1.4	i	i	i	i	i	i	i
O=C(CN1C(=O)S/C(=C\c2ccccc2F)C1=O)NC1C=CS(=O)(=O)C1 (centres undefined)	i	/	-5.1	4.3	i	i	i	i	i	i	i
Cc1ccccc1OCC(=O)NC(=S)Nc1ccc(N2CCCC2)cc1	i	0.0	-8.1	2.6	i	i	i	i	i	i	i
Cn1c(Nc2ccc(F)cc2)nc2ccccc21	i	-2.0	-3.1	-3.4	i	i	i	i	i	i	i
CC(CN1CCOCC1)OC(=O)c1ccc2c(c1)OCCO2 (centres undefined)	i	5.1	-3.1	-2.9	i	i	i	i	i	i	i
O=C(COC(=O)c1ccccc1C(=O)N1CCN(c2ccccc2)CC1)NCc1ccccc1	i	0.1	-28.8	-4.4	i	i	i	i	i	i	i
COc1cccc(CNC(=O)[C@H](CCSC)NC(=O)N2CCn3c2nc2ccccc23)c1	i	2.4	-10.2	5.0	i	i	i	i	i	i	i

(list continues)
SMILES	TRPC4 block	DYRK1A inh	hERG rescue	Platelet DG rel	PolyA inh	KCNQ1 block	KCNK9 block	KCNK3 block	KCNQ1 act	TRPC4 potent	TRPC4 agonist
O=C1CN(C(=O)/C=C/c2ccccc2F)c2ccccc2N1	i	1.1	-12.2	16.5	i	i	i	i	i	i	i
C[n+]1cc[nH]c1SCC(=O)c1ccccc1	i	-15.9	-8.3	-23.5	i	i	i	i	i	i	i
Cc1c(CC(=O)NCCCCCC(=O)O)c(=O)oc2c(C)c3oc4c(c3cc12)CCCC4	i	-5.1	-6.7	1.9	i	i	i	i	i	i	i
Cc1cc2ncc(S(=O)(=O)C(C)(C)C)c(N)n2n1	i	-6.1	2.3	-22.5	i	i	i	i	i	i	i

Three entries picked at random from the list so far:
SMILES	TRPC4 block	DYRK1A inh	hERG rescue	Platelet DG rel	PolyA inh	KCNQ1 block	KCNK9 block	KCNK3 block	KCNQ1 act	TRPC4 potent	TRPC4 agonist
C[n+]1cc[nH]c1SCC(=O)c1ccccc1	i	-15.9	-8.3	-23.5	i	i	i	i	i	i	i
O=C1CN(C(=O)/C=C/c2ccccc2F)c2ccccc2N1	i	1.1	-12.2	16.5	i	i	i	i	i	i	i
Cc1c(CC(=O)NCCCCCC(=O)O)c(=O)oc2c(C)c3oc4c(c3cc12)CCCC4	i	-5.1	-6.7	1.9	i	i	i	i	i	i	i
